Screening results as filed in PubChem.
CRFBP-R2 agonist: agonists of CRF-BP/CRF-R2 complex, primary screen, cell-based, HEK293, calcium dye fluorescence, uHTS; CRF-binding protein / CRF receptor 2 complex (human); actives 0.46% (n = 350,000); calcium dye fluorescence (FLIPR); percent of saturating CRF peptide response; activation, % at 13.2 µM; AID 588473, 2011;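 active = activation of at least 50%, plus an integration ratio under a set limit after plate pattern correction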;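 note: plate controls were neutral control wells without compound for no effect and CRF at EC100 for full effect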
p-CIP stab down: p/CIP-EGFP fusion destabilizers, primary screen, fluorescence, F442A cells. 16 h. decrease of EGFP signal, % at 10 µM. Q05BA5. actives 0.01% (n = 290,000). AID 1984, 2009;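 active = EGFP signal decrease of at least 30% at 10 µM or well 3 SD below plate mean, unless failing retest; inactive = the rest, including hits failing retest or dose response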; note: some compounds called inactive have numbers as strong as hits; many of its hits are not listed in these tables
GalR3 antagonist: GalR3 antagonists in HEK293 cells, primary screen, cell-based, fluorescence readout; Galanin receptor type 3 (Homo sapiens), O60755; HEK293 GalR3-CNG cAMP membrane potential fluorescence; galR3 body fused to GalR1 C-terminus; inhibition, % at 3 µM; actives 0.44% (n = 360,000); AID 651719, 2012;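 active = inhibition above the screen-wide average plus 3 SD, cut at about 13% in these data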;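 note: forskolin and galanin both at EC90 stimulate the cells; cAMP rise reported by CNG channel membrane potential dye signal; 0% = forskolin plus galanin with DMSO and 100% = forskolin alone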
Target sequence (O60755 1-299 limits assumed): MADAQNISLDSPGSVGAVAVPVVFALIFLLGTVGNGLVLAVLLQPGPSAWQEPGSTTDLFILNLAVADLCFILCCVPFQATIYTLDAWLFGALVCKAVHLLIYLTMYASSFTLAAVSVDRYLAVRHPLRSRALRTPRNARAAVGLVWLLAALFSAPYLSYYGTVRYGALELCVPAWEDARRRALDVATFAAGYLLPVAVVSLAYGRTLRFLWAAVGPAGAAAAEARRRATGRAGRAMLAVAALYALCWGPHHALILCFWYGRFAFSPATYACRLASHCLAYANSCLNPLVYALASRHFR
IDE cell inh: human IDE inhibitors in live cells, primary screen, fluorescence polarization, HEK cells, FAbetaB substrate | AID 434962, 2010 | FAbetaB cleavage | inhibition, % at 5.59 µM | Insulin-degrading enzyme (Homo sapiens), P14735 | actives 0.41% (n = 320,000);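 active = percent inhibition above the average of all tested compounds plus 3 SD, set per screening campaign, cut at about 16% in these data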;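 note: IDE supplied by intact live HEK cells; FP after avidin binding of uncleaved biotin substrate so inhibition keeps polarization high; 0% = DMSO wells and 100% = 60 µM reference IDE inhibitor Ii1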
CRFR2-BP antag: antagonists of CRF-BP/CRF-R2 complex, primary screen, cell-based, HEK293, calcium dye fluorescence, uHTS | CRF-induced calcium fluorescence | inhibition, % at 11.8 µM | actives 0.59% (n = 350,000);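 active = inhibition of the ligand-induced calcium signal above about 50% at the single tested concentration, limit read from the data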
PHOSPHO1 block: PubChem AID 1565. recombinant PHOSPHO1, absorbance phosphatase assay. Phosphoethanolamine/phosphocholine phosphatase (Homo sapiens), Q8TCT1. actives 1.1% (n = 290,000). inhibition, % at 13.3 µM; in the data active = inhibition above about 60%
M4 PAM: human M4 muscarinic receptor positive allosteric modulators, primary screen, CHO-K1 cells, Fluo-8 calcium fluorescence; actives 0.4% (n = 360,000); CHO-K1 hM4/Gqi5, ACh EC20; 0% = ACh EC20, 100% = maximal ACh; AID 624126, 2012; activation, % at 3 µM;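 active = activation above its plate's cutoff, the mean activation of sample wells plus 3 SD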; note: some results filed as inactive read as strong as hits
MEKK3 PB1 HTS: modulators of MEKK3-MEK5 PB1 binding, primary screen, biochemical, wildtype MEKK3, multiplex bead flow cytometry, Alexa488-MEK5. binding response (% of control), % at 10 µM. Mitogen-activated protein kinase kinase kinase 3 (Homo sapiens), Q99759. AID 1529, 2009. bead-based flow cytometry, Alexa488-MEK5 binding to MEKK3; actives lie on both sides; 0 = blocked by unlabeled MEK5, 100 = vehicle. actives 1.4% (n = 290,000);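 active = binding response more than 3 SD above or below the average of its plate-row segment, actives on both sides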;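 note: Alexa488 bead fluorescence after subtracting the streptavidin-only scavenger bead signal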
Target sequence (Q99759 whole entry, looked up): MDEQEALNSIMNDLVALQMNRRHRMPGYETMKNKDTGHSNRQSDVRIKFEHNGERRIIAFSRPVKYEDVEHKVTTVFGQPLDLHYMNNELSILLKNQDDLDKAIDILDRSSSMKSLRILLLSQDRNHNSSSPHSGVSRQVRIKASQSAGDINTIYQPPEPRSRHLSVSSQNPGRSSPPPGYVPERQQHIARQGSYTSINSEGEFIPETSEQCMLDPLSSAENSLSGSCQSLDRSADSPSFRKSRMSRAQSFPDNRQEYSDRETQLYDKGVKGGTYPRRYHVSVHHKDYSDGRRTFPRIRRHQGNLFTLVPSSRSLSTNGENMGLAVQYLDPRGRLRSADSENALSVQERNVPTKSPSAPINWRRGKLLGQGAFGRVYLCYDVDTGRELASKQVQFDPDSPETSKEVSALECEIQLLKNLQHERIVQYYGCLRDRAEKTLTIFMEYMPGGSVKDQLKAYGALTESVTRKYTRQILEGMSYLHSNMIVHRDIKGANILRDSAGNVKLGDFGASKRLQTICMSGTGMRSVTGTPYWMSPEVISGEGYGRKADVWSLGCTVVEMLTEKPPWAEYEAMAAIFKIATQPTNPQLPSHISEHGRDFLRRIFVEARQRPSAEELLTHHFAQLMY
IDE act: human IDE activators in live cells, primary screen, fluorescence polarization, HEK cells, FAbeta-B substrate; Insulin-degrading enzyme (Homo sapiens), P14735; FAbeta-B cleavage; 0% vehicle, 100% cell-free pure enzyme wells; activation, % at 5.96 µM; actives 0.073% (n = 340,000); AID 493087, 2011;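 active = activation above the mean of all tested compounds plus 3 SD, set per screening campaign, cut at about 17% in these data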
An asterisk follows results filed as active; . = not tested or not shown.

SMILES | CRFBP-R2 agonist | p-CIP stab down | GalR3 antagonist | IDE cell inh | CRFR2-BP antag | PHOSPHO1 block | M4 PAM | MEKK3 PB1 HTS | IDE act
CCCCn1c(SCC2CCCCO2)nc2cc(S(N)(=O)=O)ccc21 (stereo unspecified) | -0.9 | -6 | 0 | 5 | 0 | 48 | -5 | 98 | -3
Cc1nc2ccccn2c(=O)c1NC(=O)c1ccco1 | 0.8 | . | -3 | . | -5 | . | -2 | . | .
NC(=O)C1CCN(CC(=O)NC2CCCc3ccccc32)CC1 (stereo unspecified) | -0.2 | 11 | -7 | -1 | 1 | 24 | 10 | 98 | 6
Cc1ccc(-n2c(C)csc2=N)cc1 | 3.9 | 1 | -7 | -3 | 16 | 56 | 17 | 103 | 10
CC1(C)CC(=O)C=C(c2ccc(COC(=O)C3CC3)cc2)C1=O | -0.1 | . | -7 | . | 4 | . | 2 | . | .
O=C(CCS(=O)(=O)c1ccc(F)cc1)Nc1nc(-c2ccccn2)cs1 | 0.2 | 0 | 5 | 3 | -14 | 16 | -2 | 94 | -1
Cc1ccc(NC(=O)c2noc3c2CCc2ccccc2-3)cc1 | 3.2 | 5 | -5 | -1 | -6 | -14 | -1 | 99 | -1
O=C1CCC(=O)N1c1ccc(CSc2nnnn2C2CCCCC2)cc1 | -1.8 | -4 | -4 | 7 | -9 | 3 | 7 | 99 | 5
Cc1nc2nc3c(cn2n1)C(=O)CCC3 | -4.0 | 1 | -4 | 1 | 17 | 35 | 1 | . | 4
Cc1ccc(-c2nc(CS(=O)(=O)CC(=O)N3CCOCC3)c(C)o2)cc1 | -0.5 | 6 | -7 | 2 | 1 | 26 | -3 | 100 | 0
O=C(O)/C=C/C(=O)N1CCN(C(c2ccccc2)c2ccccc2)CC1 | 0.0 | -19 | 1 | 9 | 10 | 3 | -36 | 93 | 5
CCc1nccn1S(=O)(=O)c1cc(OC)ccc1OC | 0.8 | -10 | -5 | 0 | 18 | 24 | -5 | 99 | 3
N/C(=N\OC(=O)c1ccc(=O)n(Cc2ccccc2)c1)c1ccccn1 | -1.4 | 16 | -1 | 5 | 1 | -13 | 1 | 92 | -1
O=S(=O)([N-]c1nc2ccccc2nc1-[n+]1ccccc1)c1ccc(F)cc1 | 0.5 | 7 | 7 | -1 | -16 | 32 | 0 | 105 | 6
Cc1ccc(C(=O)Nc2cccc(NC(=O)c3cccs3)c2)c(C)c1 | -1.9 | 0 | -7 | 4 | 4 | 30 | -4 | 98 | 3
ClCC1=Nc2ccccc2Cc2ccccc21 | -0.6 | . | -3 | -2 | -4 | . | -5 | . | .
COc1ccc(C(=O)N=c2sc3ccccc3n2C)cc1 | 3.5 | -6 | -5 | 6 | -20 | -4 | -2 | 103 | 2
COc1cccc(NC(=O)CN(C)C(C)C(=O)Nc2ccc(C(C)=O)cc2)c1 (stereo unspecified) | -1.8 | 9 | -10 | -1 | -18 | -35 | -4 | 102 | 4
O=C(NNS(=O)(=O)c1ccc(C(=O)NC2CCCC2)cc1)c1ccncc1 | -0.2 | 4 | -4 | 3 | -5 | -115 | 4 | 100 | 2
Cc1ccc(NC(=O)COc2ccc3oc4c(c3c2)CCCC4)nc1 | 0.2 | -7 | -4 | 2 | 0 | -77 | 16 | 108 | 5
CC1CCN(c2ccc3c(c2)S(=O)(=O)c2cccc(C(=O)NC[C@@H]4CCCO4)c2C3=O)CC1 | 21 | . | -3 | 22* | -4 | . | -14 | . | -8
Cc1ccc(CC2S/C(=N/N=C/c3ccco3)NC2=O)cc1 (stereo unspecified) | -1.0 | 5 | -1 | -3 | -9 | -2 | 5 | 101 | 10
O=C(Nc1nnc(COc2ccccc2F)s1)Nc1ccccc1F | -0.3 | -19 | -1 | 2 | -8 | 13 | -1 | 96 | -5
CCCCP(=O)(CCCC)Cc1ccccc1 | -1.8 | -6 | -1 | 3 | 4 | 1 | 3 | 98 | 2
O=C(Nc1cccc(NC(=O)c2cccnc2Cl)c1)c1ccco1 | -1.4 | -12 | -2 | 0 | 16 | -13 | -13 | 108 | -2
Cc1ccc(C(=O)C2=C(O)C(=O)N(CCCn3ccnc3)C2c2ccc(OC(C)C)cc2)o1 (stereo unspecified) | -0.9 | -4 | -6 | -1 | -3 | 13 | 1 | 99 | 6
Cc1ccc(S(=O)(=O)N(CC(=O)N/N=C/c2ccc(F)cc2)c2cccc3cccnc23)cc1 | -0.8 | 15 | -5 | -2 | -18 | 26 | 1 | 97 | -5
COCCNC(=O)Cn1c(=O)n(CCCC(=O)NCc2ccc3c(c2)OCO3)c(=O)c2sccc21 | -0.5 | 8 | -7 | 6 | -5 | 14 | 1 | 105 | 0
CCOc1cc(C(=O)Oc2cc(C)[nH]c(=O)c2[N+](=O)[O-])cc(OCC)c1OCC | -1.1 | -2 | -2 | 4 | 9 | 33 | 1 | 98 | 2
CCn1c(=NC(=O)CCS(=O)(=O)c2ccccc2)sc2cccc(OC)c21 | 0.9 | -36 | -4 | 5 | -4 | 47 | -3 | 94 | 3
CCOC(=O)c1c(SC)[nH]c2c(Cl)cccc2c1=O | -0.9 | -1 | 1 | 3 | -3 | -6 | 5 | 91 | 5
O=C1NC2=C(C(=O)CCC2)C(c2ccccc2)N1 (stereo unspecified) | -2.0 | -10 | 3 | 1 | 7 | -6 | -4 | 96 | -1
CCN(C(=O)c1cc2c(=O)[nH]c3ccc(C)cc3c2s1)c1cccc(C)c1 | 0.3 | -11 | 3 | 1 | -3 | 16 | 7 | 127 | 7
CN(C(=O)COC(=O)COc1ccccc1F)C1CCS(=O)(=O)C1 (stereo unspecified) | -0.3 | -6 | -7 | -4 | 5 | -13 | 10 | 109 | 5
COc1cc(CNc2ncn[nH]2)ccc1OCC(=O)NC(C)(C)C | -1.4 | 1 | 0 | -3 | 14 | 18 | 6 | 107 | -5
COc1ccc(-c2c(-c3cc(OC)cc(OC)c3)n(C)c3ccc(-c4cc(F)cc(OC)c4)cc23)cc1 | -0.9 | . | -2 | 4 | -1 | . | 8 | . | 8
Cc1cc(C)cc(NC(=S)NCCc2ccc(S(N)(=O)=O)cc2)c1 | -0.7 | -4 | -3 | 8 | -8 | 6 | -8 | 101 | 7
OCC1(Cc2ccccc2)CCCN(Cc2c[nH]c3ccccc23)C1 (stereo unspecified) | -1.0 | 0 | -8 | 2 | -16 | 17 | -3 | 103 | 1
COc1ccc(NC(=O)c2[nH]c(C)c(C(C)=O)c2C)cc1S(=O)(=O)Nc1ccc(Br)cc1 | 0.2 | -5 | -6 | 0 | -11 | 7 | -3 | 105 | 9
Cc1ccc(-c2nc(CS(=O)CC(=O)NCCCN3CCN(Cc4ccccc4)CC3)c(C)o2)cc1 (stereo unspecified) | -1.8 | -10 | -11 | -1 | 3 | 41 | -7 | 99 | 1

As a working copy, two of the compounds above.
SMILES | CRFBP-R2 agonist | p-CIP stab down | GalR3 antagonist | IDE cell inh | CRFR2-BP antag | PHOSPHO1 block | M4 PAM | MEKK3 PB1 HTS | IDE act
CCCCn1c(SCC2CCCCO2)nc2cc(S(N)(=O)=O)ccc21 (stereo unspecified) | -0.9 | -6 | 0 | 5 | 0 | 48 | -5 | 98 | -3
Cc1nc2ccccn2c(=O)c1NC(=O)c1ccco1 | 0.8 | . | -3 | . | -5 | . | -2 | . | .

Further entries
SMILES | CRFBP-R2 agonist | p-CIP stab down | GalR3 antagonist | IDE cell inh | CRFR2-BP antag | PHOSPHO1 block | M4 PAM | MEKK3 PB1 HTS | IDE act
COc1ccc(CN2CCNC(=O)C2CC(=O)NCC2CCOCC2)c(C)c1C (stereo unspecified) | 1.2 | 1 | 1 | -2 | 10 | 43 | 4 | 99 | 0
CC(=NNc1ccccc1)C(C)=NNc1ccccc1 | 0.1 | . | 0 | . | -10 | . | -3 | . | 0
CNC(=O)C(=O)NCC1OCCN1S(=O)(=O)c1ccc(OC)c(OC)c1 (stereo unspecified) | 0.6 | 4 | -2 | -2 | 2 | 5 | -1 | 105 | -1
CCC(C)[C@H](NS(=O)(=O)c1ccc(C)cc1)C(=O)N1CCC(C(=O)N[C@H](C(=O)O)c2ccccc2)CC1 (stereo partly specified) | 0.5 | 5 | 30* | 9 | 1 | 23 | -3 | 99 | 8
Nc1ccc(C(=O)Nc2nccs2)cc1 | 2.2 | -1 | 2 | -2 | -5 | 16 | 7 | 92 | 6
CN1C(=O)CC(c2ccccc2)CC1=O | 0.2 | . | 0 | 6 | 10 | . | -1 | . | 5
CCCCc1nn(-c2cc(Cl)ccc2OC)c2c1C(=O)CC(C)(C)C2 | 1.4 | 8 | 1 | -1 | 10 | -19 | -7 | 104 | -2
O=C(OCCN=C1NS(=O)(=O)c2ccccc21)c1ccccc1 | 0.6 | -2 | -6 | -3 | -9 | -9 | 0 | 122* | 5
O=C1c2ccccc2-c2ccc(C(=O)N3CCCCC3)cc21 | 0.4 | -20 | -4 | 2 | -1 | 37 | -3 | 100 | 5
CC(=O)C1=C(O)C(=O)N(c2nccs2)C1c1ccccc1F (stereo unspecified) | -1.9 | -4 | -1 | -3 | 3 | -30 | -5 | 96 | 2
O=C(N=C1SC2CS(=O)(=O)CC2N1c1ccc(Cl)cc1Cl)C1CC1 (stereo unspecified) | -0.3 | -12 | 1 | 1 | 31 | 26 | 2 | 101 | -1

Structural class, those above with an NH in an aromatic ring.
SMILES | CRFBP-R2 agonist | p-CIP stab down | GalR3 antagonist | IDE cell inh | CRFR2-BP antag | PHOSPHO1 block | M4 PAM | MEKK3 PB1 HTS | IDE act
CCOc1cc(C(=O)Oc2cc(C)[nH]c(=O)c2[N+](=O)[O-])cc(OCC)c1OCC | -1.1 | -2 | -2 | 4 | 9 | 33 | 1 | 98 | 2
CCOC(=O)c1c(SC)[nH]c2c(Cl)cccc2c1=O | -0.9 | -1 | 1 | 3 | -3 | -6 | 5 | 91 | 5
CCN(C(=O)c1cc2c(=O)[nH]c3ccc(C)cc3c2s1)c1cccc(C)c1 | 0.3 | -11 | 3 | 1 | -3 | 16 | 7 | 127 | 7
COc1cc(CNc2ncn[nH]2)ccc1OCC(=O)NC(C)(C)C | -1.4 | 1 | 0 | -3 | 14 | 18 | 6 | 107 | -5
OCC1(Cc2ccccc2)CCCN(Cc2c[nH]c3ccccc23)C1 (stereo unspecified) | -1.0 | 0 | -8 | 2 | -16 | 17 | -3 | 103 | 1
COc1ccc(NC(=O)c2[nH]c(C)c(C(C)=O)c2C)cc1S(=O)(=O)Nc1ccc(Br)cc1 | 0.2 | -5 | -6 | 0 | -11 | 7 | -3 | 105 | 9

This is a random part of the collection. Share with any hit: about 4.2%.
